FLuc modulator: counter-screen for miR-21 project: firefly luciferase inhibitors or activators | P08659 | purified FLuc, Km substrates, luminescence inhibition | Potency, µM (series often up to 57.5 µM), inactives show at the top dose activity change, negative = inhibition, usual class: inhibitors | actives 6.9% (n = 360,000) | AID 588342;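 further: potency means the concentration at half of the fitted maximal effect; plate controls were vehicle for no effect and reference inhibitor for full effect; nearly all actives have a fitted effect of over 55% in size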
Target sequence (P08659 whole entry, looked up): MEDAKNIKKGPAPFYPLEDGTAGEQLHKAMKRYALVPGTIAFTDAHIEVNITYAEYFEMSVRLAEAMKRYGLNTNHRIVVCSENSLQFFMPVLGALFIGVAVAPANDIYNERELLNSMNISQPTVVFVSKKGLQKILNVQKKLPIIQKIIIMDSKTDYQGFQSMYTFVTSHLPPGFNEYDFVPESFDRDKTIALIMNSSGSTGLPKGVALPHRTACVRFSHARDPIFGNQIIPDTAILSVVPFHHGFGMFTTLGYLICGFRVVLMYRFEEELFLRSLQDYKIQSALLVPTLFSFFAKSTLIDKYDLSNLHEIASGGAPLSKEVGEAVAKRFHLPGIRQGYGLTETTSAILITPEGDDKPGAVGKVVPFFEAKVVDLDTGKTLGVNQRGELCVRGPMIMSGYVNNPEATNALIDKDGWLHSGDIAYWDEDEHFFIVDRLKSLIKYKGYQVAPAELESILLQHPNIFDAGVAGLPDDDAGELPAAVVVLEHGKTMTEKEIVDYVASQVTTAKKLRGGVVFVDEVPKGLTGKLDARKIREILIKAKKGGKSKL
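Purified P. pyralis luciferase (10nM final) with 10uM D-luciferin and 10uM ATP (Km levels) in 50mM Tris acetate pH 7.5, 10mM Mg acetate, 0.01% Tween-20, 0.05% BSA; qHTS 6-point titration, ~60 µM downward; luminescence read.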
Giardia kill: Giardia lamblia killing. Giardia lamblia trophozoite viability. activity change, % at 7.66 µM, hits read low. actives 0.15% (n = 340,000). AID 540267; in the data active means activity change below about -80%; inconclusive means between about -30% and that limit;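 further: parasites exposed to compound for two days anaerobically before the ATP read; on the % scale 0 is the no-effect control and ±100 the full control effect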
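Trophozoites 100 cells/well + cpd; 48 hrs, 37 deg C, anaerobic. ATPLite 1-Step added, 15-30 min RT, luminescence read (ATP-based viability).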
RORg inh: inhibitors of mouse ROR gamma transcriptional activity; Drosophila S2 Gal4-RORgamma UAS-luciferase reporter, 20 h; Potency, µM (series often up to 53.6 µM), without a hit: top-dose activity change, negative = inhibition, hits mostly inhibitors; actives 5.4% (n = 310,000); AID 2551; further: potency means the concentration at half of the fitted maximal effect; on the % scale 0 is the no-effect control and ±100 the full control effect; nearly all actives have a fitted effect of over 60% in size
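ROR gamma transcriptional activity was tracked as Gal4-UAS luciferase output in stably transfected Drosophila Schneider cells, with compound added 1 hr before 700 uM copper sulfate induction and a 20 hr ambient-temperature incubation.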
uPA surface inh: cell surface uPA generation inhibition; cell surface uPA generation assay, qHTS; actives 0.31% (n = 330,000); Potency, µM (top dose mostly 38.3 µM), for inactives: top-dose activity change, negative = inhibition, most hits filed as inhibitors; AID 540303; active means well fitted inhibition curve with a large enough effect; inconclusive means small, poorly fitted or top-dose-only effect; inactive means no such curve, though single readings can be large or run the other way; tested in mouse RAW 264.7 cells; further: potency means the concentration at half of the fitted maximal effect; on the % scale 0 is the no-effect control and ±100 the full control effect; nearly all actives have a fitted effect of over 55% in size
NPC1 prom act: activators of NPC1 promoter. Huh7 NPC1 promoter luciferase reporter, 24 h. Potency, µM (highest dose often 9.22 µM), inactives show at the top dose activation, most hits filed as activators. actives 2.4% (n = 320,000). AID 485313;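 further: potency means the concentration at half of the fitted maximal effect; % of control where 0% means no effect; nearly all actives have a fitted effect of over 60% in size; reporter is driven by a mutant NPC1 promoter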
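Huh7 cells stably carrying NPC1 promoter–luciferase, plated in Opti-MEM with 10% FBS for 2 h, were exposed to compound in DMSO for 24 h at 37 °C; luciferase reagent was added for 10 min and luminescence read.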
ELG1 genotoxic: genotoxicity induction in ELG1-luciferase HEK293T cells. actives 1.3% (n = 330,000). Potency, µM (series often up to 46 µM), for inactives: at the highest dose activity change, positive = activation, actives largely listed as activators. HEK293T ELG1-luciferase reporter, luminescence, 16 h; further: potency means the concentration at half of the fitted maximal effect; % of control where 0% means no effect; nearly all actives have a fitted effect of over 60% in size
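ELG1-luciferase HEK293T cells, 2,000/well; compound pinned in; 16 hr, 37 °C, 5% CO2; ONE-Glo, 30 min RT; luminescence on CCD imager.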
Gal4-VP16 FLuc: counter-screen for ROR gamma inhibitors: Gal4-VP16 reporter; Potency, µM (series often up to 53.6 µM), without a hit: at the top dose activity, negative = inhibition, usual class: inhibitors; Drosophila S2 Gal4-VP16 UAS-luciferase, luminescence, 20 h; actives 3.5% (n = 310,000);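 further: Gal4-VP16 expression switched on by copper sulfate through the metallothionein promoter; potency means the concentration at half of the fitted maximal effect; on the % scale 0 is the no-effect control and ±100 the full control effect; nearly all actives have a fitted effect of over 50% in size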
KCNH2 3.1 inh: KCNH2 3.1 (human) potassium channel inhibition. activity change, % (tested at about 1.8 µM). actives 0.95% (n = 340,000). U2OS KCNH2 3.1, thallium flux FluxOr; hits give low values;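 active means maximum activity change below -70%; inconclusive means maximum activity change from -70% to -50%; inactive means maximum activity change above -50%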;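 further: thallium influx rate constant from kinetic fluorescence after stimulation buffer; on the % scale 0 is the no-effect control and ±100 the full control effect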
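Steps: virus added to U2OS suspension (4 h, RT, dark); medium with 10% FBS added, cells plated, 37 C overnight; FluxOr/Red40 loading buffer 45 min RT; stimulation buffer, 2 min kinetic read; rate constant normalized.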
FBPA coupling cs: inhibits coupling enzyme system, counter-screen for aldolase hits; coupling enzyme system counterscreen, AmpLite Red fluorescence; activity change, negative = inhibition, % at 58.2 µM, hits read low; actives 0.67% (n = 290,000); in the data active means activity change below about -30%; further: on the % scale 0 is the no-effect control and ±100 the full control effect
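Compounds tested against the coupling enzymes alone at 57.5 uM final; readout was AmpLite Red fluorescence (525/598 nm) after 20 min at RT.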
Tb PFK block: blocks T. brucei phosphofructokinase; O15648; T. brucei PFK, ADP-Glo luminescence; Potency, µM (top dose mostly 57.5 µM), inactives show at the top dose activity, negative = inhibition, actives largely listed as inhibitors; actives 0.17% (n = 330,000); AID 485367;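 further: potency means the concentration at half of the fitted maximal effect; 0% = uninhibited 1x PFK enzyme wells and -100% = no-enzyme wells; nearly all actives have a fitted effect of over 60% in size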
Target sequence (O15648 whole entry, looked up): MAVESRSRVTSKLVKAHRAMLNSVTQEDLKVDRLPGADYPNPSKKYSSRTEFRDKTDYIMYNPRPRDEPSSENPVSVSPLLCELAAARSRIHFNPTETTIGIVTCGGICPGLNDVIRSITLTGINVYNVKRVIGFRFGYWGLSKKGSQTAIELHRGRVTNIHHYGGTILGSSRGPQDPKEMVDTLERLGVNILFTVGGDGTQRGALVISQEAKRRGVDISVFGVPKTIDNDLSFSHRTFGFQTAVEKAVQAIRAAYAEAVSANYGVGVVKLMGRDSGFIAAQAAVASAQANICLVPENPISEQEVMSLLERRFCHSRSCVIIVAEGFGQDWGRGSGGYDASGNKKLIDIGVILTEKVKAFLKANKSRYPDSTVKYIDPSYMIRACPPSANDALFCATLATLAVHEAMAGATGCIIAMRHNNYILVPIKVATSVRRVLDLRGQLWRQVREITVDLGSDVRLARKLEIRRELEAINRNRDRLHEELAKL
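1.25 nM PFK with 0.5 mM F6P and 0.1 mM ATP in 0.1 M TEA pH 8.0, 5 mM MgCl2, incubated 45 min at room temperature; ADP measured by ADP-Glo luminescence; compounds titrated up to 57 uM.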
Rab9 prom act: Rab9 promoter activation | Potency, µM (top dose mostly 9.22 µM), for inactives: top-dose activation, negative = inhibition, hits mostly activators | Huh7 Rab9 promoter-luciferase reporter, luminescence, 24 h | actives 2.8% (n = 320,000); further: potency means the concentration at half of the fitted maximal effect; % of control where 0% means no effect; nearly all actives have a fitted effect of over 60% in size
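Huh7 reporter line, Rab9 promoter upstream of luciferase. Compound exposure 24 h at 37 °C in reduced-serum medium with 10% FBS. Read-out: luminescence.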
Active calls of the source: *; ? = inconclusive; · = no result given; & = joins results of further samples; [ ] = remark or other dose. Unless noted, the call rests on the fitted dose curve; in most records, active means well fitted curve in the direction sought with a large enough effect; inconclusive means small, poorly fitted or top-dose-only effect, or another doubt; inactive means no such curve, though single readings can be large; an effect the other way counts as inactive or inconclusive.

SMILES	FLuc modulator	Giardia kill	RORg inh	uPA surface inh	NPC1 prom act	ELG1 genotoxic	Gal4-VP16 FLuc	KCNH2 3.1 inh	FBPA coupling cs	Tb PFK block	Rab9 prom act
O=S(=O)(Cc1ccc(Cl)cc1)C1CCCCC1O (stereo not given)	0%	-6	-2%	0%	-8%	-2%	3%	15	-3	-4%	-8%
O=C(Oc1ccc(C(=S)N2CCOCC2)cc1Br)c1ccccc1F	?	-16	2%	0%	1%	0%	-6%	1	4	-10%	-1%
CC(C)(Oc1ccc(Cl)cc1)C(=O)Nc1ccncc1	-1%	-12	37%	-8%	-4%	-11%	?	-4	1	-8%	-12%
CCCOC(=O)c1c(-c2ccc(C)cc2C)csc1NC(=O)C1C2CCC(O2)C1C(=O)O (stereo not given)	5%	-7	7%	-1%	-3%	2%	4%	-2	11	?	-3%
COc1ccc(-c2ccc(=O)n(Cc3cccc(Cl)c3)n2)cc1	0%	-12	0%	-17%	0%	1%	-7%	0	0	-21%	-2%
O=C(Nc1nc(-c2ccccc2)cs1)c1cccs1	8.5µM*	13	?	1%	?	4%	-56%	16	-5	-3%	3.5µM*
CC(C)c1cc(N2CCOCC2)n2ncc(-c3ccccc3)c2n1	-4%	-8	-22%	6%	2%	2%	-1%	-1	-1	2%	2%
CCOC(=O)/C=C1\NC(=O)CS1	-1%	-3	3%	5%	-3%	1%	14%	11	1	-4%	-3%
CCOC(=O)N1CCN(C(=O)C(C)n2nc(C)n3c(cc4sccc43)c2=O)CC1 (stereo not given)	-1%	17	10%	-23%	-1%	2%	-1%	-8	1	0%	1%
Cc1c(C)n2c(SCC(=O)Nc3cccc4ccccc34)nnc2[nH]c1=O	0%	-18	·	7%	0%	-5%	·	2	·	-10%	-8%
CC(C)c1ccc(NC(=O)C2CCN(S(C)(=O)=O)CC2)cc1	-10%	-14	17%	-4%	1%	3%	7%	23	2	1%	-4%
Cc1ccc(/C=N\NC(=O)Cn2c(C)nc3ccccc32)o1	-1%	7	1%	0%	1%	-3%	-1%	9	-1	-2%	1%
CCOC(=O)C1(Cc2cccc(OC)c2)CCN(CC2CC=CCC2)CC1 (stereo not given)	1%	-1	-14%	-4%	1%	-10%	12%	-42	3	2%	-1%
S=c1nc2ccccc2c2nc(-c3ccccc3Br)[nH]n12	?	9	0.45µM*	-6%	15%	-7%	2.2µM*	-5	-12	-5%	3%
COc1ccc(S(=O)(=O)N2CCC(C(=O)NCCN3CCOCC3)CC2)cc1C	4%	6	3%	-13%	-2%	8%	3%	10	0	-2%	-1%
COc1cc2[nH]c(=O)n(CCC(=O)N3CCN(c4cc(Cl)ccc4C)CC3)c(=O)c2cc1OC	1%	-13	?	-13%	-5%	-3%	?	-13	3	3%	-2%
COc1cc(NC(=O)C2CCCN(S(=O)(=O)c3ccc4c(c3)CCCN4C(C)=O)C2)cc(OC)c1 (stereo not given)	3%	10	0%	10%	-4%	-3%	-10%	-1	-3	0%	11%
Cc1nc(CNS(=O)(=O)c2ccc3ccccc3c2)cs1	2%	-6	-12%	12%	6%	-2%	-9%	5	-2	-2%	-7%
O=C(N/N=C/c1cccc(O)c1)c1ccc2c(c1)OCCO2	1.7µM*	?	3.2µM*	?	?	?	6.3µM*	8	·	0%	-1%
O=c1ccc2ccc(OCCOc3cccc(Cl)c3)cc2o1	?	39[activator]	42%	2%	23%	24%	-7%	5	·	-6%	27%
COc1ccc(C(=O)O)cc1S(=O)(=O)NC1CCN(Cc2ccccc2)CC1	·	2	·	-4%	·	2%	·	3	·	0%	·
COc1cccc(N2CCN(CC(=O)Nc3nc4c(s3)CC(C)CC4)CC2)c1 (stereo not given)	4%[2.3 µM]	4	-18%	15%	-2%	-11%	7%	-1	1	-3%	-2%
CCn1cc(C(=O)NCC2CCCO2)c(=O)c2cc(S(=O)(=O)N(C)C)ccc21 (stereo not given)	0%	-10	14%	1%	-10%	2%	-2%	14	2	-1%	-4%
CCCOC(=O)c1ccc(NC(=O)c2cc(=O)[nH]c3ccccc23)cc1	0%	6	2%	4%	-8%	4%	-10%	6	3	0%	-4%
Cc1ccc(OCCNC(=O)CNC(=O)c2ccc(Cl)c([N+](=O)[O-])c2)cc1	·	3	·	-11%	·	0%	·	-29	·	-6%	·
C=CCN1C(=O)c2ccc(C(=O)N(C)CC(=O)Nc3ccccc3C(F)(F)F)cc2C1=O	5%	-3	-12%	5%	1%	0%	-1%	·	·	-4%	-3%
CCOc1ccc(NC(=O)c2ccccc2OC)cc1	12µM*	-11	7%	-1%	?	?	-7%	-6	-4	2%	?
O=C(O)c1c(-c2ccccc2)c2oc3ccccc3c2[nH]c1=O	-2%	1	-32%	1%	-4%	?	?	-3	-1	4%	-18%
CCCC(c1nnnn1Cc1ccc(F)cc1)N1CCN(CC)CC1 (stereo not given)	5%	16	7%	3%	2%	-3%	19%	8	3	-3%	-3%
C[C@H](CO)N1C[C@H](C)[C@@H](CN(C)CC2CCCCC2)Oc2ccc(NS(C)(=O)=O)cc2C1=O	·	4	·	-10%	·	1%	·	-12	·	4%	·
CCOC(=O)N1CCc2c(sc3c2c(=O)n(Cc2ccccc2)c(=O)n3Cc2ccc(C)cc2)C1	-4%&4%	-2	16%	19%	-6%	-1%	4%	14	0	2%	-1%
CCCCNC(=O)C1CCN(S(=O)(=O)N2CCOCC2)CC1	-4%	1	-17%	2%	-3%	1%	4%	8	2	2%	2%
COCCN(C(C)=O)c1nnc(-c2ccccn2)s1	-2%	9	24%	-6%	17%	30%	4%	30	-2	-4%	?
COc1ccccc1N(CCC#N)C(=O)CSc1nnc2ccccn12	8%	20	·	-1%	0%	2%	·	19	·	0%	-3%
Cc1ccc(NC(=O)CSc2ccc(-c3ccc4c(c3)OCO4)nn2)cc1F	?	-13	-2%	-4%	25%	?	-1%	3	-1	0%	?
CC(=O)Nc1ccc(S(=O)(=O)Nc2ccc(N3CCOCC3)c(F)c2)cc1	1%	-21	22%	0%	-1%	-4%	-8%	4	3	6%	5%

The last 4 compounds of the section above lead into the next:
SMILES	FLuc modulator	Giardia kill	RORg inh	uPA surface inh	NPC1 prom act	ELG1 genotoxic	Gal4-VP16 FLuc	KCNH2 3.1 inh	FBPA coupling cs	Tb PFK block	Rab9 prom act
COCCN(C(C)=O)c1nnc(-c2ccccn2)s1	-2%	9	24%	-6%	17%	30%	4%	30	-2	-4%	?
COc1ccccc1N(CCC#N)C(=O)CSc1nnc2ccccn12	8%	20	·	-1%	0%	2%	·	19	·	0%	-3%
Cc1ccc(NC(=O)CSc2ccc(-c3ccc4c(c3)OCO4)nn2)cc1F	?	-13	-2%	-4%	25%	?	-1%	3	-1	0%	?
CC(=O)Nc1ccc(S(=O)(=O)Nc2ccc(N3CCOCC3)c(F)c2)cc1	1%	-21	22%	0%	-1%	-4%	-8%	4	3	6%	5%
Cn1c(=O)n(C)c2cc(NS(=O)(=O)c3ccc(Br)s3)ccc21	-1%	-12	14%	-10%	-8%	?	-3%	-7	3	4%	10%
CC(=O)Nc1ccc(OCC(O)Cn2nc(C)c(Br)c2C)cc1 (stereo not given)	-2%	12	?	2%	-4%	-1%	1%	6	0	-5%	-5%
CCn1c(SCC(=O)NCC2CCCO2)nc2ccccc21 (stereo not given)	3%	-14	·	9%	-6%	1%	·	-1	·	0%	-4%
COc1ccccc1/C=C1\SC(=O)N(CC(=O)N(C)C2CCS(=O)(=O)C2)C1=O (stereo not given)	-16%	2	-35%	-1%	-9%	-1%[9.26 µM]	3%	8	4	0%	-1%
N/C(Cc1ccc([N+](=O)[O-])cc1)=N\OC(=O)CC1CCCCC1	-9%	-17	13µM*	-4%	-1%	-5%	13µM*	4	1	-9%	-2%
CCOc1ccc(C(=O)N2CCCC(c3nc(-c4cccs4)no3)C2)cc1 (stereo not given)	21µM*	-3	16%	-1%	1%	6%	-10%	29	4	0%	3%

Part of the list above in order of number of heavy atoms, ascending.
SMILES	FLuc modulator	Giardia kill	RORg inh	uPA surface inh	NPC1 prom act	ELG1 genotoxic	Gal4-VP16 FLuc	KCNH2 3.1 inh	FBPA coupling cs	Tb PFK block	Rab9 prom act
O=C(N/N=C/c1cccc(O)c1)c1ccc2c(c1)OCCO2	1.7µM*	?	3.2µM*	?	?	?	6.3µM*	8	·	0%	-1%
COc1ccc(-c2ccc(=O)n(Cc3cccc(Cl)c3)n2)cc1	0%	-12	0%	-17%	0%	1%	-7%	0	0	-21%	-2%
COc1ccc(S(=O)(=O)N2CCC(C(=O)NCCN3CCOCC3)CC2)cc1C	4%	6	3%	-13%	-2%	8%	3%	10	0	-2%	-1%
